CBFb-RUNX1 inh – blocks binding between human CBF-beta and RUNX1. AID 1477. Q01196+Q13951. 230,000 tested, under 10 active. AlphaScreen CBFb-His/RUNX1-biotin binding, biochemical. Potency, µM (highest dose often 59.8 µM), without a hit: top-dose activity, negative = inhibition, hits mostly inhibitors; further: % of control where 0% means no effect
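Read-out: AlphaScreen. Format: His-CBF-beta with biotinylated RUNX1 (30 nM each) preincubated 20 min, compound 15 min, Ni-chelate plus streptavidin beads 90 min; room temperature throughout.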
TRb SRC2 PPI – TRbeta-SRC2 interaction inhibition; 0.065% of 280,000 active; Potency, µM (titrated, usually from 106 µM), for the others: at the highest dose activity change, negative = inhibition, hits mostly inhibitors; P10828; AID 1469; TRbeta-SRC2 peptide binding, fluorescence polarization; receptor liganded with 1 µM T3;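 further: potency means the concentration at half of the fitted maximal effect; plate controls were bound peptide for no effect and peptide without receptor for full effect; nearly all actives have a fitted effect of over 50% in size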
Target sequence (P10828 whole entry, looked up): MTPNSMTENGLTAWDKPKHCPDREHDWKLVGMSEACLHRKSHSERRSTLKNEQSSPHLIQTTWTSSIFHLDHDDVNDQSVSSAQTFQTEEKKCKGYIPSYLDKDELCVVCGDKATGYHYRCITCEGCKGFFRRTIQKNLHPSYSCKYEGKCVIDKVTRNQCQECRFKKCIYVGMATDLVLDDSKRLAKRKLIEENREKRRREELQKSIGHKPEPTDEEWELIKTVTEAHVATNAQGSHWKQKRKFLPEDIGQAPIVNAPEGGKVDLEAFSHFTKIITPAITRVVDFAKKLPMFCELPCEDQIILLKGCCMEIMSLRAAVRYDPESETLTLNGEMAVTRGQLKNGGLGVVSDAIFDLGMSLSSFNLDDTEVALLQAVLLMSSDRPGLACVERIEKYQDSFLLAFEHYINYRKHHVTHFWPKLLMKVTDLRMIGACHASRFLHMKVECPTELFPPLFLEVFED
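Human TRb ligand-binding domain (0.6 uM) is mixed with 20 nM Texas Red SRC2 peptide and 1 uM T3; after compound addition and 5 hr at ambient temperature, polarization is measured and normalized to unbound and bound controls.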
aGal spleen mod – inhibitors or activators of human alpha-galactosidase in spleen homogenate; 0.008% of 240,000 active; P06280; human spleen homogenate, 4MU-alpha-Gal fluorescence, 40 min; Potency, µM (series often up to 80 µM), without a hit: at the highest dose activity change, negative = inhibition, actives largely listed as inhibitors;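 further: potency means the concentration at half of the fitted maximal effect; 0% = enzyme with vehicle and -100% = no enzyme basal signal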
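Human spleen homogenate (1 ug) as enzyme source, 4-methylumbelliferyl-alpha-D-galactopyranoside 1 mM final, citrate/phosphate pH 5.0 with 0.01% Tween-20. Compounds 40 min at 37C, NaOH/glycine stop; fluorescence Ex 365/Em 440, Hill-fit AC50.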
Tau fibril FP – blocks human tau fibril formation measured by polarization. Potency, µM (titrated, usually from 57.7 µM), for inactives: at the highest dose activity, negative = inhibition, hits mostly inhibitors. 0.39% of 280,000 active. K18 P301L tau heparin fibrillization, Alexa594 FP, 6 h. AID 1468. P10636; further: potency means the concentration at half of the fitted maximal effect; on the % scale 0 is the no-effect control and ±100 the full control effect; nearly all actives have a fitted effect of over 55% in size
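Read-out: fluorescence polarization of Alexa 594-labeled tau (0.24 uM), 555 nm excitation, 632 nm emission. Mixtures held 15 uM unlabeled K18 P301L, compound and 20 uM heparin, pH 7 acetate buffer, incubated 6 hr at 37 C.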
NPSR antag – antagonists of human neuropeptide S receptor cAMP signaling | 1% of 220,000 active | CHO-NPSR cells, cAMP TR-FRET, antagonist mode | AID 1461 | Q6W5P4 | Potency, µM (titrated, usually from 38.3 µM), for inactives: at the top dose activity change, negative = inhibition, actives largely listed as inhibitors; further: potency means the concentration at half of the fitted maximal effect; on the % scale 0 is the no-effect control and ±100 the full control effect; nearly all actives have a fitted effect of over 50% in size; many of its hits are not listed in these tables
Target sequence (Q6W5P4 whole entry, looked up): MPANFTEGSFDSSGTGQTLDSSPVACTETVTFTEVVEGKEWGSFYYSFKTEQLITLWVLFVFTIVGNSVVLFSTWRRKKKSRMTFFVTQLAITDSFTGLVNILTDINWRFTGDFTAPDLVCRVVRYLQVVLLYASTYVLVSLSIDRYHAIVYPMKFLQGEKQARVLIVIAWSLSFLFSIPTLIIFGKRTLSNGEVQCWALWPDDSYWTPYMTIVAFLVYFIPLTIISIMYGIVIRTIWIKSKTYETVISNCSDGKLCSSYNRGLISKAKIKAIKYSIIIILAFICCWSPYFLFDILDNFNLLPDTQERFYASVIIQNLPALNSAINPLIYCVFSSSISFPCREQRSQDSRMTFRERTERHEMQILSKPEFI
Epigenetic derep – regulators of epigenetic silencing causing reporter derepression in mouse cells; murine LDR cells, GFP reporter derepression, 30 h; Potency, µM (top dose mostly 53.9 µM), without a hit: top-dose GFP activation, usual class: activators; 0.2% of 280,000 active; AID 1865; further: potency means the concentration at half of the fitted maximal effect; % of control where 0% means no effect; nearly all actives have a fitted effect of over 60% in size
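Readout is the number of GFP-expressing murine LDR cells, counted by cytometry following washing. Cells were treated with compound for 30 h at 37 C; the stably integrated CMV-GFP locus is normally silent.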
TR SRC2 fluor cs – Texas Red fluorescence interference in TRb-SRC2 counter-screen. TRb/SRC2 Texas Red total fluorescence interference. AID 1479. 0.29% of 280,000 active. Potency, µM (series often up to 106 µM), for inactives: at the top dose fluorescence change, negative = quenching; active means well fitted curve in either direction with a large enough effect; inconclusive means small, poorly fitted or top-dose-only effect; further: potency means the concentration at half of the fitted maximal effect; on the % scale 0 is the no-effect control and ±100 the full control effect
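Flags fluorescent or light-absorbing compounds by total fluorescence, S + 2P, at 555 nm excitation and 632 nm emission. Mixture: 20 nM Texas Red SRC2 peptide, 0.6 uM human TRb LBD, 1 uM T3, 5% DMSO; compound exposure 5 h at ambient temperature.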
Tau fluor cs – counter-screen for tau fibril formation inhibitors; Potency, µM (titrated, usually from 57.7 µM), inactives show at the highest dose activity change, negative = decrease; 0.93% of 280,000 active; AID 1463; tau K18 P301L Alexa594 fluorescence, heparin fibrillization; further: potency means the concentration at half of the fitted maximal effect; on the % scale 0 is the no-effect control and ±100 the full control effect; nearly all actives have a fitted effect of over 55% in size
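Human tau K18 P301L (15 uM unlabeled, 0.24 uM Alexa 594-labeled) in 100 mM sodium acetate pH 7 with 20 uM heparin, 6 hr at 37 C. ThT 30 uM added, 1 hr ambient; Alexa 594 FP and total fluorescence read at 555/632 nm.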
Starred values were filed as active, the others as inactive; ? = inconclusive; / = no result given; & = joins results of further samples; [ ] = dose if it differs, or a comment. Unless noted, the call rests on the fitted dose curve; in most records, active means well fitted curve in the direction sought with a large enough effect; inconclusive means small, poorly fitted or top-dose-only effect, or another doubt; inactive means no such curve, though single readings can be large; an effect the other way counts as inactive or inconclusive. A portion of the library; rates above refer to the full screens.

1: COc1cc(/C=N/NC(=O)CCNC(=O)c2ccccc2Cl)ccc1O
2: Cc1sc(NC(=O)CCCC(=O)O)c(C#N)c1C
3: C=C(C)c1cccc(C(C)(C)NC(=O)Nc2ccc(OC)cc2)c1
4: Cc1c2ccccc2cc[n+]1CCCS(=O)(=O)[O-]
5: COc1ccc2[nH]c(-c3cccc(F)c3)cc(=O)c2c1
6: Cc1cc(C(=O)NNC(=O)c2cccc(S(=O)(=O)N3CCOCC3)c2)c2ccccc2n1
compound no.	1	2	3	4	5	6
CBFb-RUNX1 inh	-3.1%	2.8%	-1.2%	-7.7%	6.8%[89.1 µM]	2.6%
TRb SRC2 PPI	-3.4%	-2.9%	-2.5%	-3.6%	-14.0%&-3.6%	4.3%
aGal spleen mod	17.4%	9.3%	-3.4%	8.1%	-6.9%[119 µM]	1.8%
Tau fibril FP	2.2%	1.3%	0.4%	9.2%	-3.2%[81.3 µM]	0.0%
NPSR antag	17.9%	-23.9%[46.1 µM]	-10.5%	7.4%	20.6%	23.1%
Epigenetic derep	-1.4%	-1.0%	1.1%	-1.3%	-1.5%[96.6 µM]	-0.3%
TR SRC2 fluor cs	-5.6%	1.9%	-4.7%	1.9%	-54.8%&-0.1%	3.2%
Tau fluor cs	1.6%	1.1%	-1.2%	11.2%	-13.1%[81.3 µM]	5.4%

Some entries already given, showing only NPSR antag.
| No. | mol | NPSR antag |
| --- | --- | --- |
| 1 | COc1cc(/C=N/NC(=O)CCNC(=O)c2ccccc2Cl)ccc1O | 17.9% |
| 4 | Cc1c2ccccc2cc[n+]1CCCS(=O)(=O)[O-] | 7.4% |

(listing goes on)
7: CC/C=C\C[C@H]1C(=O)CC[C@@H]1CC(=O)O
8: O=C(NCc1ccco1)C1CCN(S(=O)(=O)c2cccc3cccnc23)CC1
9: CC(=O)Nc1cccc(Oc2ccc(-c3noc(C)n3)cc2)c1
10: Cc1cccn2c(=O)c3cc(C(=O)NCCCN4CCCC4=O)n(C)c3nc12
11: Nc1c(NCCN2CCOCC2)c2ccccc2oc1=O
12: CCOC(=O)N1CCN(CC(O)c2ccc3c(c2)CCN3)CC1 (stereo not given)
compound no.	7	8	9	10	11	12
CBFb-RUNX1 inh	8.3%[21.7 µM]	1.1%	-3.6%	3.9%	2.6%	4.5%
TRb SRC2 PPI	8.2%	2.5%	3.7%	7.3%	-9.4%	11.5%
aGal spleen mod	3.2%	-2.0%	-17.4%	11.9%	-5.8%	-2.8%
Tau fibril FP	-9.7%	-6.0%	4.7%	-1.0%	?	-6.8%
NPSR antag	/	4.9%[46.1 µM]	-13.4%[46.1 µM]	-14.5%[46.1 µM]	0.4%[46.1 µM]	-21.6%[46.1 µM]
Epigenetic derep	0.3%	0.8%	-1.1%	-0.8%	0.0%	-0.6%
TR SRC2 fluor cs	-1.9%	-1.7%	-5.8%	0.1%	-1.7%	6.3%
Tau fluor cs	-2.8%	-5.4%	-4.7%	-6.8%	-10.3%	?

13: O=C(/C=C/c1ccco1)N1CCN(c2ccccc2)CC1
14: CC(C)N(C(=O)COC(=O)[C@H](C)NC(=O)c1ccco1)c1ccccc1
15: COCCCn1c(=N)c(C(=O)NCC2CCCO2)cc2c(=O)n3cc(C)ccc3nc21 (stereo not given)
16: Clc1ccc(NNc2ccnc3cc(Cl)ccc23)cc1
17: O=C(NNc1cccc(Cl)n1)Nc1ccccc1Cl
18: OCCNCC12CC3CC(CC(C3)C1)C2
compound no.	13	14	15	16	17	18
CBFb-RUNX1 inh	2.3%	6.0%	/	?	3.1%	-0.8%
TRb SRC2 PPI	0.6%	4.7%	8.5%	3.8%	-6.1%	-2.8%
aGal spleen mod	5.1%	0.6%	/	3.2%	2.5%	2.5%
Tau fibril FP	0.5%	4.0%	-1.3%	-8.5%	8.3%	3.9%
NPSR antag	-3.0%	10.1%	/	-11.1%[46.1 µM]	-5.8%[46.1 µM]	12.0%
Epigenetic derep	-1.6%	-1.8%	-1.3%	0.0%	-0.2%	0.0%
TR SRC2 fluor cs	0.4%	-3.0%	-0.7%	-1.6%	-1.3%	-4.4%
Tau fluor cs	8.2%	7.8%	-7.3%	?	4.2%	16.4%

Among those listed so far, these contain a furan ring, fused or not:
8: O=C(NCc1ccco1)C1CCN(S(=O)(=O)c2cccc3cccnc23)CC1
13: O=C(/C=C/c1ccco1)N1CCN(c2ccccc2)CC1
14: CC(C)N(C(=O)COC(=O)[C@H](C)NC(=O)c1ccco1)c1ccccc1
compound no.	8	13	14
CBFb-RUNX1 inh	1.1%	2.3%	6.0%
TRb SRC2 PPI	2.5%	0.6%	4.7%
aGal spleen mod	-2.0%	5.1%	0.6%
Tau fibril FP	-6.0%	0.5%	4.0%
NPSR antag	4.9%[46.1 µM]	-3.0%	10.1%
Epigenetic derep	0.8%	-1.6%	-1.8%
TR SRC2 fluor cs	-1.7%	0.4%	-3.0%
Tau fluor cs	-5.4%	8.2%	7.8%

Carrying on.
19: CCn1c(=O)c2sccc2n2c(CCC(=O)Nc3ccc(C(C)C)cc3)nnc12
20: Cc1csc(NC(=O)c2ccc3c(=O)n4c(nc3c2)CCCCC4)n1
21: O=C1C2CC=CCC2C(=O)N1Cc1ccccc1 (stereo not given)
22: O=C(NCc1ccco1)c1noc2c1CCCCC2
23: Cc1ccc(Cl)cc1NC(=O)Cc1ccc(-n2c(C)nc3cccnc32)cc1
24: CCN(CC)S(=O)(=O)c1ccc(C(=O)OCn2c(SC)nnc(C)c2=O)cc1
compound no.	19	20	21	22	23	24
CBFb-RUNX1 inh	/	3.9%	4.7%	-0.9%	/	3.4%
TRb SRC2 PPI	0.5%	0.8%	11.6%	-12.1%	-0.1%	-1.6%
aGal spleen mod	/	0.1%	3.1%	9.8%	/	7.6%
Tau fibril FP	6.4%	-1.5%	5.9%	-14.9%	-0.6%	4.4%
NPSR antag	/	-25.9%[46.1 µM]	7.0%[46.1 µM]	-15.1%[46.1 µM]	/	11.3%
Epigenetic derep	-0.9%	0.1%	1.2%	-1.6%	-0.8%	0.2%
TR SRC2 fluor cs	-13.4%	-1.7%	1.1%	-1.8%	1.0%	-6.3%
Tau fluor cs	2.0%	-7.9%	2.1%	2.8%	-9.6%	-1.6%

Screening data deposited in PubChem BioAssay by National Center for Advancing Translational Sciences (NCATS).
